MKP-3 inhibition: MKP-3 phosphatase inhibitors, primary screen, biochemical, rat enzyme, in vitro (AID 425) | recombinant MKP-3 phosphatase activity, fluorescence; higher % means a stronger effect | inhibition, % at 20 µM, or IC50 in µM where a hit was titrated | 110,000 tested, 0.17% active; in the data active = inhibition above about 50%;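 also: plate controls were vehicle for no effect and reference inhibitor for full effect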
Hsp70 inhibitors: small molecules displacing fluorescent ligand from Hsp70 – biochemical, fluorescence polarization, primary screen (AID 583) | Hsp70 fluorescence polarization probe displacement, mP; higher % means a stronger effect | one-dose displacement, % at 20 µM; IC50 in µM for titrated hits | 140,000 tested, 0.06% active; in the data active = displacement above about 50%;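 also: plate controls were vehicle for no effect and reference ligand for full effect; a part of the inactive calls stands beside numbers as strong as those of hits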
An asterisk follows results filed as active; . = not tested or not shown. The list is partial, so the mix of outcomes need not match the whole.

SMILES	MKP-3 inhibition	Hsp70 inhibitors
Cc1sc2ncn(CC(=O)NCCCC(=O)N3CCN(c4ccccn4)CC3)c(=O)c2c1C	-2%	-5.4%
Nc1c2c(nc3ccccc13)CCC2	1%	1.2%
CCn1cc(C(=O)N2CCCC2)c(=O)c2cc(S(=O)(=O)N3CCOCC3)ccc21	-2%	-2.0%
CC(=O)Nc1cccc(-c2nnc3n2CC(C)S3)c1 (stereo not given)	0%	-3.3%
O=C(CC(c1ccccc1)c1ccccc1)Nc1ncn[nH]1	-32%	4.8%
OC(c1cccc(OCc2ccccc2)c1)c1nnc(-c2ccccc2)o1 (stereo not given)	0%	1.2%
COc1ccc(CCNC(=O)C(=O)NCC(C)C)cc1	0%	-0.2%
CC(C)COC(=S)Nc1ccccc1	.	7.2%
O=C(c1ccc2ccccc2n1)N1CCOCC1	0%	-1.6%
COc1cc(NC(=O)c2ccc(Cl)cc2)c(OC)cc1Cl	.	4.9%
O=C(Nc1cc(C(F)(F)F)ccc1Cl)c1ccccc1I	-4%	2.4%
COc1ccc(OC)c(C(c2nnnn2Cc2ccccc2)N2CCC(C(N)=O)CC2)c1 (stereo not given)	-6%	-1.9%
CCOc1ccccc1NC(=O)CCCOc1ccc(Cl)cc1Cl	0%	3.7%
Cc1cccc(CC2CC(=O)N(c3ccc(/C=C/C(=O)O)cc3)C2=O)c1 (stereo not given)	-2%	1.9%
COc1ccccc1NC(=O)C(=O)N/N=C/c1ccc2c(c1)OCO2	3%	-0.9%
Oc1ccccc1/C=N/Nc1nc(N2CCCC2)nc(N2CCCC2)n1	0%	-2.8%
Cc1cc(C)cc(N(CC(=O)N2CCN(Cc3ccccc3)CC2)S(=O)(=O)c2c(C)noc2C)c1	3%	-5.2%
CCOc1ccc(Nc2nc(-c3c(C)nc4sccn34)cs2)cc1	5%	-3.1%
CCCCC(=O)Nc1ccc(Br)cc1C(=O)O	-11%	3.8%
O=C1c2cccc([N+](=O)[O-])c2C(=O)N1c1cccc(-c2nc3ccccc3c(=O)o2)c1	2%	-2.8%
Cn1c(=O)c2c(nc(Oc3ccc(-c4ccccc4)cc3)n2C)n(C)c1=O	-10%	-10%
N#CCCn1c(SCC(=O)NCc2ccco2)nc2ccccc21	.	1.0%
CCN1C(=O)NC(c2ccc([N+](=O)[O-])cc2)C(C(=O)OCCOc2ccccc2)=C1C (stereo not given)	-3%	-1.6%
CC(NC(=O)c1ccco1)C(=O)Nc1nc(-c2ccccn2)cs1 (stereo not given)	1%	6.3%
CC(C)(C)c1cc(CN2CCCCC2)cc(C(C)(C)C)c1O	.	-4.2%

Going on with the list:
SMILES	MKP-3 inhibition	Hsp70 inhibitors
COc1ccc(-c2nn3c(-c4ccc(F)cc4)nnc3s2)cc1	-5%	-22%
CN(C)c1cc(N/N=C/C=C/c2ccccc2)nc(N(C)C)n1	30%	-5.0%
CC(=O)c1sc(Nc2nc3ccc(F)cc3s2)nc1C	3%	-1.0%
CCOc1cc(C2NC(=O)NC(c3ccccc3)=C2C(C)=O)ccc1OCC(N)=O (stereo not given)	.	1.3%
CC(C)OC(=O)CSc1nnc(-c2ccc(Cl)cc2Cl)o1	0%	-0.1%
CCCCNC(=O)CCC(=O)Nc1ncc(-c2ccc(C)cc2)n1C	-8%	-0.8%
Cc1ccc(-c2noc(CCC(=O)NCc3ccco3)n2)cc1	.	-3.0%
CCOC(=O)C1=C(C)N(C)C(C)=C(C(=O)OCC)C1c1ccccc1	.	4.5%
C=CCN1C(=O)/C(=C\c2cn(Cc3ccccc3Cl)c3ccccc23)SC1=S	1%	-3.7%
COc1cccc(C2CC(c3cccs3)=NN2c2ccc(F)cc2)c1OC (stereo not given)	0%	-0.6%
COc1nc(OC)nc(N2CCC(C(=O)NCc3cccs3)CC2)n1	-7%	3.4%
Cc1ccc(-c2nnc(Nc3ccccc3)o2)cc1	-12%	-3.7%
O=C(CN1C(=O)c2ccccc2S1(=O)=O)NC1CC2CCC1C2 (stereo not given)	-2%	6.9%
COc1ccc(S(=O)(=O)Nc2ccc3c(c2)COC3=O)cc1OC	1%	2.4%
CN(C)C(=S)NCc1ccccc1	.	1.1%
Cc1cc(N2CC(C(=O)NCc3cccs3)CC2=O)ccc1C(C)C (stereo not given)	.	-4.2%
CN(C)c1ccc(/C=N/N2C(=N)N(c3ccccc3)C(=S)C2=Nc2ccccc2)cc1	.	-1.8%
COc1ccc2c(c1)[nH]c1c(=O)n(CCN3CCCC3)cnc12	1%	-4.7%
Cc1ccc(S(=O)(=O)NC(=O)Nc2c(C)n(C)n(-c3ccccc3)c2=O)cc1	-6%	-0.5%
CCOCCCNC(=O)CS(=O)(=O)Cc1nc(-c2cccc(OC)c2)oc1C	1%	1.0%
CCCCc1ccc(-c2ccc(C)cc2O)nc1	2%	8.0%
Cc1ccc(NC(=O)N2CCC(C(N)=O)CC2)cc1	1%	2.5%
COc1ccc(OC)c(NC(=O)CNC(=O)Cn2c(C)cc3ccccc3c2=O)c1	.	1.7%
COc1cc(/C=C2/SC(=S)N(C)C2=O)ccc1OC(=O)c1cccc(Br)c1	0%	-1.4%
CCOC(=O)C1=C(C)NC(=O)C(C(N)=O)C1c1ccccc1 (stereo not given)	-7%	6.2%

Additional records follow:
SMILES	MKP-3 inhibition	Hsp70 inhibitors
CC1(C)NC(=O)N(CCCOc2ccc3c(c2)CCC3)C1=O	-18%	1.0%
COc1ccc2nc(Nc3nc(C)c(CCC(C)C)c(=O)[nH]3)nc(C)c2c1	-9%	6.5%
O=C(Nc1ncc(Cc2ccc(Cl)cc2Cl)s1)c1ccccc1Br	2%	-7.3%
Cc1ccc(-c2nc3ncccn3c2NC2CCCCC2)o1	.	0.1%
N/C(CSc1nnc2c(n1)[nH]c1ccccc12)=N\O	2%	-4.8%
O=C(OCCN1CCOCC1)c1ccc(Cl)cc1	2%	3.7%
CCc1nc(NCc2ccccn2)c2oc3ccccc3c2n1	-1%	3.7%
N#Cc1nc(COc2ccccc2)oc1NCCN1CCOCC1	22%	-3.8%
COC(=O)NC(NC(=O)OC)c1ccc(OC)cc1	2%	-4.0%
CCOC(=O)c1ccc2c(c1)N(CC(=O)N1CCCC1)C(=O)C(C)(C)O2	-1%	0.4%
COCCNS(=O)(=O)c1ccc(-c2ccc(S(=O)(=O)NCCOC)cc2)cc1	-4%	4.0%
O=S1(=O)CCN2C(c3ccc4c(c3)CCCC4)=CSC2=N1	-1%	4.9%
O=C(Nc1ccccc1Cl)c1ccccc1Cl	.	-3.5%
Cc1no[n+]([O-])c1COc1ccccc1/C=C1\N=C(c2ccccc2)OC1=O	3%	-3.0%
COC(=O)c1cc(Cl)c(N)cc1OC	-15%	8.9%
CCOCCOC(=O)C1=C(C)NC2=C(C(=O)CC(C)(C)C2)C1c1cccc(O)c1 (stereo not given)	3%	0.4%
O=C(NC1CCCCC1)c1ccc(CN2CCOCC2)cc1	.	13%
Cc1cc(C)c(N(C=O)C(=O)C2C(C)C3C=CC2C32CC2)c(C)c1 (stereo not given)	-1%	-1.5%
CC(C)CNC(=O)c1ccc2c(c1)C(=O)N(CC(C)C)C2=O	-5%	-2.6%
CCCc1nnc(SCC(=O)N2CCOCC2)n1Cc1ccco1	-2%	2.8%
C=CCn1c(SCC(=O)Nc2ccc3c(c2)OCO3)nnc1-c1ccccc1OC	3%	6.9%
Cc1ccccc1N1C(=O)C(Cl)=C(N2CCCCCC2)C1=O	-11%	-3.5%
O=C(CN1C(=O)CC(c2ccco2)Sc2ccccc21)NCC1CCCO1 (stereo not given)	6%	3.8%
CCOC(=O)c1c(-c2ccccc2)csc1NC(=O)COc1ccccc1C	3%	1.5%
COc1ccccc1OCCOc1cccc(/C=N/n2cnnc2)c1	3%	-0.7%

Other entries follow.
SMILES	MKP-3 inhibition	Hsp70 inhibitors
O=C(NCc1ccco1)/C(=C/c1ccc([N+](=O)[O-])cc1)NC(=O)c1ccccc1Cl	0%	3.2%
COc1ccc2nc(NC(=O)CN3C(=O)c4ccccc4C3=O)sc2c1	3%	3.5%
CN(CCNC(=O)CCNC(=O)Cn1ccc2ccccc2c1=O)Cc1ccccc1	3%	-2.8%
CCCCN1C(=O)NC(NS(=O)(=O)c2ccc(N)cc2)(C(F)(F)F)C1=O (stereo not given)	.	0.4%
CCC(C)NS(=O)(=O)c1ccc(S(=O)(=O)N2CCCC3(CCCCC3)C2)cc1 (stereo not given)	.	3.8%
CCc1ccccc1NC(=O)CN1CCC(NC(=O)COC)CC1	-10%	2.0%
COc1ccc(N2CCN(C(=O)c3cc4c(-c5cccc(OC)c5)nn(C)c4s3)CC2)cc1	2%	1.0%
CCCN(Cc1ccc(N(CC)CC)cc1)CC1CC1	.	3.6%
CN(C)c1ccc(-c2nc3sc4c(c3c(=O)[nH]2)CCCC4)cc1	4%	-1.4%
COc1ccc(CCNC(=O)CSc2nc3ccccc3o2)cc1OC	.	0.2%
COc1cccc(NCc2cc3c(C(C)(C)C)nn(-c4ccccc4)c3[nH]c2=O)c1	.	5.8%
O=C(Nc1nccs1)c1ccc(Cl)s1	5%	6.2%
CCOC(=O)c1c(NC(=O)CSc2nnnn2C)sc(C)c1-c1ccc(C)cc1	-6%	4.6%
O=C(COc1ccc([N+](=O)[O-])cc1)Nc1cc(-c2nc3ccccc3s2)ccc1Cl	1%	0.7%
c1ccc(-c2noc(-c3cccc4ccccc34)n2)nc1	-8%	2.3%
Cc1cc2ncn(S(=O)(=O)c3ccc(Cl)c([N+](=O)[O-])c3)c2cc1C	1%	-0.9%
O=C(O)CSc1nnc(CNc2cccc(C(F)(F)F)c2)n1Cc1ccco1	-8%	-0.8%
O=C(/C=C/c1ccccc1)NC(=S)Nc1ccccc1O	-3%	1.0%
CCCCN(CCCC)S(=O)(=O)c1ccc(OC)c2ncccc12	-4%	0.5%
Cc1cc2c(n1-c1ccc(Br)cc1)CC(C)(C)CC2=O	.	-0.1%
CCOc1ccc(-n2c(Cc3cc(=O)[nH]c(=O)[nH]3)nnc2SCC)cc1	11%	3.3%
O=C(Nc1ccccn1)NC12CC3CC(CC(C3)C1)C2	-4%	-1.8%
Cc1ccc(OCCOCCOc2ccc(Br)cc2/C=C2/SC(=S)NC2=O)cc1	8%	-27%
Cc1ccc(NC(=O)CN(c2ccc(Br)cc2)S(C)(=O)=O)c(C)c1	0%	-5.0%
COc1ccc(NC(=O)CSc2nnc(Cn3cnc4ccccc43)n2C)cc1	.	8.4%

14 neighbouring compounds out of the list so far:
SMILES	MKP-3 inhibition	Hsp70 inhibitors
Cc1ccc(S(=O)(=O)NC(=O)Nc2c(C)n(C)n(-c3ccccc3)c2=O)cc1	-6%	-0.5%
CCOCCCNC(=O)CS(=O)(=O)Cc1nc(-c2cccc(OC)c2)oc1C	1%	1.0%
CCCCc1ccc(-c2ccc(C)cc2O)nc1	2%	8.0%
Cc1ccc(NC(=O)N2CCC(C(N)=O)CC2)cc1	1%	2.5%
COc1ccc(OC)c(NC(=O)CNC(=O)Cn2c(C)cc3ccccc3c2=O)c1	.	1.7%
COc1cc(/C=C2/SC(=S)N(C)C2=O)ccc1OC(=O)c1cccc(Br)c1	0%	-1.4%
CCOC(=O)C1=C(C)NC(=O)C(C(N)=O)C1c1ccccc1 (stereo not given)	-7%	6.2%
CC1(C)NC(=O)N(CCCOc2ccc3c(c2)CCC3)C1=O	-18%	1.0%
COc1ccc2nc(Nc3nc(C)c(CCC(C)C)c(=O)[nH]3)nc(C)c2c1	-9%	6.5%
O=C(Nc1ncc(Cc2ccc(Cl)cc2Cl)s1)c1ccccc1Br	2%	-7.3%
Cc1ccc(-c2nc3ncccn3c2NC2CCCCC2)o1	.	0.1%
N/C(CSc1nnc2c(n1)[nH]c1ccccc12)=N\O	2%	-4.8%
O=C(OCCN1CCOCC1)c1ccc(Cl)cc1	2%	3.7%
CCc1nc(NCc2ccccn2)c2oc3ccccc3c2n1	-1%	3.7%

Other entries.
SMILES	MKP-3 inhibition	Hsp70 inhibitors
CCOC(=O)C1=C(O)C(=O)N(c2ccc(S(N)(=O)=O)cc2)C1c1ccc(OC)cc1 (stereo not given)	-8%	.
Cc1cccc(N(C)C(=O)CCS(=O)(=O)c2cccc3nonc23)c1	-2%	-3.9%
COC(=O)/C(C#N)=C/c1c(OC)[nH]c2ccccc12	3%	-3.7%
Cc1[nH]c(=O)[nH]c(=O)c1S(=O)(=O)NCC12CC3CC(CC(C3)C1)C2	0%	-3.2%
COc1cccc(-c2cc(C(=O)N3CCCCC3C)no2)c1 (stereo not given)	3%	-1.8%
CN1CCN(C(=O)c2ccccc2NC(=O)c2cccnc2)CC1	0%	-4.2%
CC(=O)C1=C(C)NC(=O)NC1c1cc(Br)ccc1OCC#N (stereo not given)	.	7.1%
Cc1cc(NC(=O)c2cccc(S(=O)(=O)N3CCCC3)c2)no1	4%	-4.1%
Cc1ccccc1OCC(=O)N1CCN(c2ccccn2)CC1	2%	-2.5%
COc1ccccc1NC(=O)C1=C(C)Nc2nc(CCCO)nn2C1c1ccc2c(c1)OCO2 (stereo not given)	-5%	3.2%
COc1ccc(OCC(=O)Nc2ccc(NC(=O)c3ccco3)c(OC)c2)cc1	5%	3.4%
O=C1C(=O)N(c2cccnc2)C(c2ccc([N+](=O)[O-])cc2)/C1=C(\O)c1ccc(Cl)cc1 (stereo not given)	5%	2.3%
CC(=O)Nc1nnc(C)s1	-6%	1.7%
CC(=O)Nc1ccc(NC(=O)CSc2nnc(-c3ccccc3)n2Cc2ccc3c(c2)OCO3)cc1	.	2.6%
COc1ccc(C(=O)NCCn2cc(SCC(=O)N3CCOCC3)c3ccccc32)cc1	-8%	-1.6%
O=C(ONc1ccc(N=NC(=O)c2ccccc2O)cc1)c1ccccc1	.	12µM*
CC(=O)c1cc(Cl)ccc1OC(=O)c1ccco1	-8%	1.6%
CCCc1cc(C(=O)Nc2cccnc2)no1	-7%	-4.4%
COC(C)(C)C(=O)CC(=O)C(C)(C)C	-1%	-4.1%
CC(=O)NCCc1ccc(S(=O)(=O)N2CCOCC2)cc1	0%	-2.8%
O=S(=O)(O)c1ccc(NS(=O)(=O)c2cccc3cccnc23)cc1	4%	-1.1%

Source: PubChem (Sanford-Burnham Center for Chemical Genomics)
